yeast mlh1 rad18 = NCI yeast anticancer drug screen, S. cerevisiae mlh1 rad18 strain. % growth inhibition at 50 µM. 79,000 tested, 11% active;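 further: 0% = growth of vehicle-only cultures of the same strain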
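Vehicle-treated cultures served as the reference for growth inhibition in a yeast strain carrying DNA damage repair alterations exposed to each compound.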
yeast rad50 = NCI yeast anticancer drug screen, S. cerevisiae rad50 strain; % growth inhibition at 50 µM; 79,000 tested, 10% active;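 further: 0% = growth of vehicle-only cultures of the same strain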
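Yeast carrying a defined DNA repair defect were exposed to test compounds, and growth was compared with vehicle-treated controls to give percent inhibition.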
yeast mec2-1 = NCI yeast anticancer drug screen, S. cerevisiae mec2-1 strain. 79,000 tested, 9% active. AID 157. growth inhibition, % at 50 µM;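 further: 0% = growth of vehicle-only cultures of the same strain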
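Readout is yeast growth inhibition, normalised to vehicle-treated controls, in the mec2-1 strain exposed to compound.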
yeast sgs1 mgt1 = NCI yeast anticancer drug screen, S. cerevisiae sgs1 mgt1 strain; % growth inhibition at 50 µM; 78,000 tested, 10% active; AID 161;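 further: 0% = growth of vehicle-only cultures of the same strain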
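Genetically altered yeast, compound exposure, growth inhibition relative to vehicle.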
bub3 = NCI yeast anticancer drug screen, S. cerevisiae bub3 mutant strain. % growth inhibition at 50 µM. 78,000 tested, 9.9% active. AID 167;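 further: 0% = growth of vehicle-only cultures of the same strain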
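In this screen, a yeast mutant lacking normal mitotic checkpoint function is challenged with compound. Relative growth versus vehicle gives the inhibition value.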
yeast cln2 rad14 = NCI yeast anticancer drug screen, S. cerevisiae cln2 rad14 strain; % growth inhibition at 50 µM; 78,000 tested, 8.3% active; AID 165;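 further: 0% = growth of vehicle-only cultures of the same strain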
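Yeast strain cln2 rad14, bearing defects in cell cycle control and DNA repair, serves as the test system; values reflect growth inhibition compared with vehicle.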
* marks the source's active call; other numbers are inactive results; & = joins results of further samples. No stated cut-off is given here; in the data, active means growth inhibition above about 70%; inactive means the rest. Compounds as they come; overall some 14% were active at least once.

SMILES	yeast mlh1 rad18	yeast rad50	yeast mec2-1	yeast sgs1 mgt1	bub3	yeast cln2 rad14
C=CCN(CC=C)C(=S)NC(=O)c1ccccc1	2.2	17.8	27.8	53.2	28.3	16.9
Cc1c(C(Cc2ccccc2N(C)C(=O)/C=C\C(=O)O)c2c[nH]c3ccccc23)c2ccccc2n1C (stereo not given)	78.0*	87.8*	86.8*	86.9*	85.5*	88.1*
Nc1cccc(CC(NC(=O)c2ccccc2)C(=O)O)c1 (stereo not given)	-22.7	-16.4	2.1	12.1	28.6	-4.3
Nc1ccc(NCCNCCO)c2c(=O)c3ccccc3sc12	-52.5	4.6	14.1	-30.8	2.5	2.0
Oc1cc(-c2ccc(Cl)cc2)cn2c1nc1ccccc12	-50.0	-13.3	-23.8	-38.5	-5.8	-24.1
Cc1c(Cl)cc(Cl)c(N)c1Cl	-15.2	-4.4	-13.7	-18.0	-16.1	-5.3
CC(=NCCN(CCN=C(C)c1c(O)cc(C)oc1=O)CCN=C(C)c1c(O)cc(C)oc1=O)c1c(O)cc(C)oc1=O	21.8	22.4	-4.3	1.8	6.3	11.4
Brc1c2nc3ccccc3nc2n2ccc3ccccc3c12	59.5	47.8	43.0	54.5	21.0	44.1
CCCCCCCCOc1ccc(/C=C/C(C)=N/NC(N)=NC)cc1OC	98.5*	98.7*	99.0*	38.7	99.0*	98.3*
O=C1C2C(C(=O)N1c1ccccc1)C1(c3cccnc3)NC(=O)C2(Cc2cccnc2)c2ccccc21 (stereo not given)	13.5	12.6	-5.8	8.9	-1.6	19.7
Cc1cccc(NC(=O)CCl)c1C	-3.7	-18.1	-37.6	-7.7	-21.9	11.8
CC(C)OC(=S)Nc1ccc(Cl)c(/C=N/OC(C)(C)C)c1	-22.8	37.1	-1.6	16.5	2.6	24.3
COc1cc2c3c(c1)nnn3C(=O)CS2	-11.8	-0.2	-38.2	-45.1	-10.8	-7.2
CN(C)/[N+]([O-])=N/N1C(=O)c2ccccc2C1=O	-1.7	1.8	-3.1	-8.7	-0.1	-6.6
Cc1ncc(CN2CSC(CCO)C2C)c(N)n1 (stereo not given)	43.1	32.6	8.4	27.2	17.4	16.8
Cc1ccc(C)c2c1C1CCCCC3(OCCCO3)C21O (stereo not given)	-0.8	-4.2	-6.3	-44.2	-24.2	-6.9
COc1cc(C2SCC(=O)N2c2nnc(C(F)(F)F)s2)cc(OC)c1OC (stereo not given)	0.3	18.1	20.9	0.1	43.1	-12.5
CC(CO)[C@H]1OC(=O)C=C2[C@@]13O[C@@H]3[C@H]1OC(=O)[C@@]3(C)[C@H]4O[C@H]4C[C@@]2(C)[C@@H]13 (stereo not given in full)	89.8*	89.8*	91.0*	88.2*	88.8*	89.5*
CC(O)COc1ccc(C2CCCCC2)cc1 (stereo not given)	13.0&-11.6	8.0&27.9	-21.6&10.4	16.4&7.3	-5.5&-2.5	-25.9&-10.2
CN=C(c1ccccc1)N(O)c1ccccc1	6.2	-16.1	-1.1	-8.2	-1.6	-10.1
O=c1c(SCc2ccc(Cl)cc2)c(N2CCOCC2)cnn1-c1ccccc1	14.6	29.8	20.4	30.2	32.9	36.7
O=C(CC(c1ccccc1)N1CCCCC1)OCC1CCCO1 (stereo not given)	14.3	-0.8	-13.7	-4.1	-1.9	-44.5
CC(=O)OC/C(C)=N\NS(=O)(=O)c1cc(Cl)c(Cl)cc1Cl	13.5	15.1	16.4	15.8	6.8	13.8
O=C1C=C(O)c2cc(Br)ccc2C1=O.[Ag]	99.1*	99.6*	99.5*	99.7*	99.7*	99.5*
CCOC(=O)C(NC(=O)c1ccccc1)(Nc1cc(C)on1)C(F)(F)F (stereo not given)	-37.0	17.2	1.7	-7.0	-4.3	-8.3
N=c1c2ccccc2nc2oc3cc([N+](=O)[O-])ccc3n12	11.9	12.7	-8.4	22.0	40.6	12.8
COc1cccc(N2C(=O)c3c(c4[nH]c5ccccc5c4c4ccc(C(C)(C)C)cc34)C2=O)c1	-12.1	-19.2	-15.1	-15.4	-34.0	18.3
N#CCCn1ncc(C#N)c1N	8.5	3.4	-8.0	-1.5	-2.5	-38.5
Clc1ccc(-c2nn3c(C45CC6CC(CC(C6)C4)C5)nnc3s2)cc1	-30.2	-29.1	-3.9	-6.8	1.8	-28.1
CC(C)CC(C)NC(=O)Nc1ccc(Cc2ccc(NC(=O)NC(C)CC(C)C)cc2)cc1 (stereo not given)	-7.3	-0.1	-31.6	-10.4	-22.9	11.4
CCC1([N+](=O)[O-])COC(c2ccccc2)OC1 (stereo not given)	27.1	19.0	9.3	-3.9	16.3	-11.8
Cc1cc(Cc2cc(C)c(N)cc2N)c(N)cc1N	15.9	-1.6	-49.4	-23.9	-2.2	15.2
C=CC(O)CCCCCC (stereo not given)	-20.7	-4.9	-27.8	-22.4	-10.2	-5.1
CCN(CC)CCC(=O)c1ccc(Oc2ccccc2)cc1	37.0	21.7	17.6	35.1	35.0	22.2
Clc1ccc(C(=C=C(c2ccccc2)c2ccccc2)c2ccc(Cl)cc2)cc1	25.9	33.7	13.8	-4.4	5.5	20.7
Nc1ccc2ncc(Nc3ccc(F)cc3)nc2c1	15.6	37.7	-22.6	25.1	17.8	23.4
CC1=CC(C)=Nc2ccccc2N1	11.3&25.5&12.9	-11.8&9.0&-14.4	4.2&-10.9&7.8	18.1&17.2&26.7	0.1&-10.7&4.8	-33.1&-31.2&-32.6
COc1ccc(/C=N/NC(=O)c2ccc(C)cc2)cc1	17.1	-2.5	13.8	8.6	0.1	-18.5
CCOc1ccc(C=O)cc1OC	0.1&-11.4	-0.5&-29.6	-10.4&-53.1	0.2&-52.6	-0.4&-26.9	4.2&-6.4
O=[N+]([O-])c1ccccc1S(=O)(=O)c1cc(Cl)cc2c1NCCC2	30.9	16.8	0.1	26.8	38.8	9.2
CCC1CC2CCC(c3cc4c(cc3OC)N(C)C3C(O)(C(=O)OC)C(OC(C)=O)C5(CC)C=CCN6CCC43C65)c3[nH]c4ccccc4c3CCN(C1)C2 (stereo not given)	18.9	2.6	6.7	12.4	-3.4	-1.0
CSC(N)=Nc1c(C)cccc1C	-16.7	3.5	22.9	5.3	2.9	-4.1
CNc1ccccc1C(N)=O	-6.5	-21.5	-28.6	-10.3	-7.8	11.7
CCc1cc(-c2cc(CC)[nH]n2)n[nH]1	1.9	-24.1	-21.9	-8.1	-6.0	-23.1
O=c1cc(-c2ccccc2F)[nH]c2cc3c(cc12)OCO3	-49.6	7.8	6.5	13.7	12.5	6.8
C=C1C(=O)OC2CC1C(OC(C)=O)C/C(C)=C/CC/C(C)=C\CCC2(C)O (stereo not given)	86.8*	88.8*	91.2*	87.9*	90.7*	89.3*
Cc1c2oc3c(C)ccc(C(=O)NCCc4ccccn4)c3nc-2c(C(=O)NCCc2ccccn2)c(N)c1=O	-6.9	5.9	-8.1	4.0	-5.5	4.9
CC(C)=CCC/C(C)=C/CC/C(C)=C/CSc1ccccc1C(=O)O	41.5	76.3*	75.8*	54.5	62.2	10.2
Nc1cc(NCc2ccco2)ncn1	-15.7	9.3	-5.5	-0.7	6.5	-20.4
Cc1ccc(S(=O)(=O)C2C=CC=CC=C2)cc1	82.0*	76.8*	86.0*	14.7	71.0*	52.0
Going on with the list:
SMILES	yeast mlh1 rad18	yeast rad50	yeast mec2-1	yeast sgs1 mgt1	bub3	yeast cln2 rad14
CC[N+]1(C)CCC(O)(c2ccc(Cl)c(Cl)c2)C(C(=O)c2ccc(Cl)c(Cl)c2)C1 (stereo not given)	99.6*	99.4*	99.6*	99.0*	98.8*	99.5*
Cn1ncc2c(=S)[nH]c(=O)[nH]c21	-0.1	3.7	-0.2	-1.1	1.1	-5.0
NC(=O)c1cn2ccccc2c1[N+](=O)[O-]	5.2	8.2	27.6	3.4	2.8	-20.2
O=C(OCC1OC(n2cnc3c(Cl)ncnc32)C(OC(=O)c2ccccc2)C1OC(=O)c1ccccc1)c1ccccc1 (stereo not given)	-13.3	-16.6	-21.2	-13.2	-12.8	5.6
Cc1ccc(N=Nc2ccc(C)cc2NC(=O)/C=C/c2ccccc2)cc1	-8.7	-21.5	-34.5	6.7	-6.3	8.4
COC(=O)/C=C(/C(=O)OC)C(Cl)(Cl)Cl	40.9	44.8	22.1	79.9*	-0.7	67.5
COc1ccc(OC)c2c(Cl)cc(N(C)C)nc12	-15.2	-12.8	-8.6	9.3	-7.8	-40.0
CCOC(=O)/C(C#N)=C/c1cc2c3c(c1)CCCN3CCC2	-36.5	-9.6	-1.8	12.7	-12.4	-9.8
Cc1cccc(C(N)=S)n1	22.5	14.9	7.5	11.1	18.8	23.9
CCCCCCNCCCNc1c2cc(OC)ccc2nc2cccc([N+](=O)[O-])c12	97.2*	94.6*	96.4*	95.7*	92.7*	98.8*

Whole records from above. Screens in order: yeast mlh1 rad18	yeast rad50	yeast mec2-1	yeast sgs1 mgt1	bub3	yeast cln2 rad14
`Cc1cccc(C(N)=S)n1` in the list: 22.5	14.9	7.5	11.1	18.8	23.9
`O=C(OCC1OC(n2cnc3c(Cl)ncnc32)C(OC(=O)c2ccccc2)C1OC(=O)c1ccccc1)c1ccccc1` (stereo not given) in the list: -13.3	-16.6	-21.2	-13.2	-12.8	5.6
`C=CCN(CC=C)C(=S)NC(=O)c1ccccc1` in the list: 2.2	17.8	27.8	53.2	28.3	16.9
`Cc1cccc(NC(=O)CCl)c1C` in the list: -3.7	-18.1	-37.6	-7.7	-21.9	11.8
`Cc1ncc(CN2CSC(CCO)C2C)c(N)n1` (stereo not given) in the list: 43.1	32.6	8.4	27.2	17.4	16.8

Two of the compounds above, as labelled records:
> Cc1ccc(N=Nc2ccc(C)cc2NC(=O)/C=C/c2ccccc2)cc1
  yeast mlh1 rad18: -8.7
  yeast rad50: -21.5
  yeast mec2-1: -34.5
  yeast sgs1 mgt1: 6.7
  bub3: -6.3
  yeast cln2 rad14: 8.4
> COC(=O)/C=C(/C(=O)OC)C(Cl)(Cl)Cl
  yeast mlh1 rad18: 40.9
  yeast rad50: 44.8
  yeast mec2-1: 22.1
  yeast sgs1 mgt1: 79.9*
  bub3: -0.7
  yeast cln2 rad14: 67.5

Remaining list, next part.
SMILES	yeast mlh1 rad18	yeast rad50	yeast mec2-1	yeast sgs1 mgt1	bub3	yeast cln2 rad14
COc1cc2c(OC)cc1CCC1=CC(=O)C=C(CC2)C1=O	1.7	6.4	4.8	6.5	19.2	25.6
CCOc1ccc(Nc2nc(C(Cl)(Cl)Cl)cc(C(Cl)(Cl)Cl)n2)cc1CN(CC)CC	98.8*	98.2*	99.1*	99.0*	98.0*	98.1*
CCNC(=O)c1ccccc1	0.4	-12.8	4.2	-7.0	16.6	15.2
CN(C)c1nc(=Nc2ccc3ccccc3c2)ss1	12.3	7.4	17.4	24.2	-4.0	2.4
CC(C)Oc1cc2c(cc1O)CC[C@@H]1[C@@H]2CC[C@]2(C)[C@@H](O)CC[C@@H]12	44.1	45.9	8.2	63.7	56.9	33.0
COc1cccc2c1oc(=O)c1ccccc12	-5.8	9.6	-6.8	-19.6	-2.4	-66.8
NC(N)=NC1NCC(=O)S1 (stereo not given)	21.9	0.2	-5.7	4.3	7.2	4.6
CC(=O)c1ccc(OCc2ccccc2)cc1	15.2	-2.2	-15.5	-17.9	9.8	63.9
Cc1ccc(S(=O)(=O)OCC2(C)CCCCC2=O)cc1 (stereo not given)	-12.7	11.0	-17.8	-5.7	25.1	-1.1
COC1C(O)C(O)C(O)C(O)C1O (stereo not given)	-15.6&-0.5	-11.2&0.9	-13.4&-4.8	-18.1&-0.3	-31.4&-3.1	9.9&21.2
NC(Cc1ccccc1)(C(=O)O)C(=O)O	15.7	-12.7	1.4	-11.4	-22.1	-31.8
S=C1C(CCCOCc2ccccc2)C2CCCC23CC2(CCN13)OCCS2 (stereo not given)	-6.0	-5.7	-9.8	27.2	0.8	-17.9
CCOc1nc(C)cc(C(=O)OC)c1C#N	2.0	18.4	15.7	19.6	0.3	17.4
CC1=C/N\C(C#N)=C(C#N)/N=C/C(C)=C\N\C(C#N)=C(C#N)/N=C\1	7.6	-19.2	3.0	-12.2	-1.9	-12.8
COc1ccccc1C1c2cc3c(cc2OC(N2CCCC2)C1C)OCO3 (stereo not given)	-54.4	-30.2	-5.8	-32.3	-26.7	2.8
CCC/C=N/NS(=O)(=O)c1ccc(C)cc1	12.6	32.1	15.7	30.8	-29.9	11.8
NNC(=O)CS(=O)(=O)Nc1ncccn1	18.7	-38.6	-27.8	-35.0	-32.7	38.0
Cn1c(=O)c2[nH]c(SCCc3ccccc3)nc2n(C)c1=O	-2.8	0.7	0.1	6.2	10.3	-39.1
COc1ccc(-c2c(C(C)=O)c(C)n(C3OC(COC(C)=O)C(OC(C)=O)C(OC(C)=O)C3OC(C)=O)c(=S)c2C#N)cc1 (stereo not given)	27.9	9.6	-8.9	18.5	-3.0	20.6
Fc1nc(F)nc(-c2c3ccccc3c3n2CCS3)n1	7.2	1.6	14.1	9.1	4.7	15.3
CCCNCC(=O)O[C@]1(CC)C(=O)OCc2c1cc1n(c2=O)Cc2cc3ccccc3nc2-1	83.1*	82.5*	88.1*	79.0*	76.3*	64.5
COc1ccc2c(=O)c(Cc3ccccc3)coc2c1	20.9	17.4	8.7	28.2	12.3	16.1
